Compound activity deposited in PubChem by NCI.
NCI-60 one-dose screen, 48 h, at 10 µM unless noted. Numbers give growth in % (100 = growth as untreated, 0 = no growth, -100 = all killed).
HL-60(TB): HL-60(TB) leukemia cells. actives 9% (n = 78,000); active = growth percent below 10
* marks the source's active call; other numbers are inactive results; & = joins results of further samples. A portion of the library; count on the stated rates, not on these rows.

SMILES	HL-60(TB)
O=C(NNC(=O)c1cccc2ccccc12)c1ccc(F)cc1	86
CCN(CC)CCN(C(=O)C(c1ccccc1)c1ccccc1)c1ccc(OC)cc1	94
Cc1c(C(=O)NC(Cc2ccccc2)C(O)C(=O)NCc2ccc(F)cc2)[nH]c2ccccc2c1=O (stereo not drawn)	82
CCN(CC)CCN(CCN(CC)CC)c1ccccc1	88
C[C@@H]1CCCCCCCCC[C@H](OC(=O)CCC(=O)O)C(=O)/C=C/C(=O)O1	74
C[N+]1=C(/C=C/c2ccc(O)cc2)C(C)(C)c2ccccc21	88
COc1cc(CCC(N)c2cccc(O)c2)cc(OC)c1OC (stereo not drawn)	97
CCCC(=O)NC(c1cccc(N(C)C)c1)c1cc(C)c2cccnc2c1O (stereo not drawn)	0.3*
c1ccc(SSc2ccccc2)cc1	94&89
CCC(C)[C@@H]1NC(=O)[C@@H]2CCCN2C(=O)[C@H](Cc2ccccc2)NC(=O)[C@@H]2CCCN2C(=O)[C@H](Cc2ccccc2)NC(=O)[C@@H]2CCCN2C(=O)[C@H](Cc2ccccc2)NC1=O (stereo partly drawn)	96
N#Cc1ncc(-c2ccc(C(F)(F)F)cc2)c(NCc2cc(C(F)(F)F)cc(C(F)(F)F)c2)n1	-0.9*
CCC(C)C(N)C(=O)NC(CC(N)=O)C(=O)NC(CC(C)C)C(=O)NC(CCCCN)C(=O)NC(C)C(=O)NC(CC(C)C)C(=O)NC(C)C(=O)NC(C)C(=O)NC(CC(C)C)C(=O)NC(C)C(=O)NC(CCCCN)C(=O)NC(CCCCN)C(=O)NC(C(=O)NC(CC(C)C)C(N)=O)C(C)CC (stereo not drawn)	56
CCN(CC)CC(O)CNc1ccc(NCC2CO2)c2c1C(=O)c1ccccc1C2=O (stereo not drawn)	-25*
CC(CCC1CCCO1)OC(=O)CCCCCCCC(=O)OC(C)CCC1CCCO1 (stereo not drawn)	95
C#CCNC(=O)[C@]1(C)CC[C@]2(C)CC[C@@H]3C(=CC[C@H]4[C@@]3(C)CC[C@H]3C(C)(C)C(=O)CC[C@]43C)[C@@H]2C1	56
N#Cc1c(-c2ccccc2)cc(-c2ccccc2)n(CCCCCC(=O)O)c1=O	102
Cc1nc(Nc2ncc(C(=O)Nc3c(C)cccc3Cl)s2)cc(N2CCN(CCCNC(=O)COc3ccc(C4CCC(=O)NC4=O)cc3)CC2)n1 (stereo not drawn)	76
Cc1cccc2cc(-c3cc4ccccc4[nH]3)c(=Nc3ccc(Cl)cc3)oc12	100
NNC(=O)CSCc1nc(N)nc(Nc2ccccc2F)n1	100
O=C(CCN1C(=O)/C(=C/c2ccc(O)cc2)SC1=S)Nc1ccccc1	61
COc1cc(OC)c(C(C)=O)cc1OC	108
O=C(O)C(c1ccccc1)N1C(=O)/C(=C/C2=Cc3ccccc3OC2)SC1=S (stereo not drawn)	103
C=C1CC[C@H]2[C@@](C)(CCC3OC(c4ccc(OCc5cn(C6OC(COC(C)=O)[C@H](OC(C)=O)C(OC(C)=O)C6OC(C)=O)nn5)cc4)OC[C@]32C)[C@@H]1/C=C/C1=CCOC1=O (stereo partly drawn)	109
S=c1[nH]nc(-c2ccc(-n3nc(-c4ccccc4)c4ccccc43)cc2)o1	107
CC/C=C\C[C@H](F)C/C=C1/C(=O)C=C[C@@H]1C/C=C\CCCC(=O)O	-16*
CCCCn1cnc2c(=O)[nH]cnc21	108
CNC(=O)c1cc(Oc2ccc(NC(=O)c3[nH]c(SC)nc3-c3ccc(F)cc3)cc2)ccn1	79
COc1ccc(CN2c3ccccc3Oc3ccccc32)cc1O	16
O=C(/C=C/c1ccc(Cl)cc1Cl)c1cccc(OCCCOc2cccc(C(=O)/C=C/c3ccc(Cl)cc3Cl)c2)c1	101
Cc1cc(-c2ccccc2)n2nc(N)c(=S)nc2n1	103
Clc1ccc(CSc2ccc(Cl)cc2)cc1	114
CCOC(=O)CC(=O)c1cc(OC)c(OC)c(OC)c1	101
Cc1c(C(=O)O)nnn1-c1nccs1	96
COc1ccc2c(O)c(/C=C3\N=Nc4ncccc43)oc2c1C[C@@H]1CCNC[C@H]1F	-23*
O=C(CSc1nc2sc3c(c2c(=O)n1-c1ccc(Cl)cc1)CCCC3)NNC(=O)Nc1ccc(Cl)c(C(F)(F)F)c1	6.4*
CC[N+](CC)(CC)c1ccccc1	90

Arranged by SMILES length (highest first): some entries from above.
SMILES	HL-60(TB)
C=C1CC[C@H]2[C@@](C)(CCC3OC(c4ccc(OCc5cn(C6OC(COC(C)=O)[C@H](OC(C)=O)C(OC(C)=O)C6OC(C)=O)nn5)cc4)OC[C@]32C)[C@@H]1/C=C/C1=CCOC1=O (stereo partly drawn)	109
Cc1nc(Nc2ncc(C(=O)Nc3c(C)cccc3Cl)s2)cc(N2CCN(CCCNC(=O)COc3ccc(C4CCC(=O)NC4=O)cc3)CC2)n1 (stereo not drawn)	76
O=C(CSc1nc2sc3c(c2c(=O)n1-c1ccc(Cl)cc1)CCCC3)NNC(=O)Nc1ccc(Cl)c(C(F)(F)F)c1	6.4*
O=C(/C=C/c1ccc(Cl)cc1Cl)c1cccc(OCCCOc2cccc(C(=O)/C=C/c3ccc(Cl)cc3Cl)c2)c1	101
CNC(=O)c1cc(Oc2ccc(NC(=O)c3[nH]c(SC)nc3-c3ccc(F)cc3)cc2)ccn1	79
COc1ccc2c(O)c(/C=C3\N=Nc4ncccc43)oc2c1C[C@@H]1CCNC[C@H]1F	-23*
CC/C=C\C[C@H](F)C/C=C1/C(=O)C=C[C@@H]1C/C=C\CCCC(=O)O	-16*
O=C(O)C(c1ccccc1)N1C(=O)/C(=C/C2=Cc3ccccc3OC2)SC1=S (stereo not drawn)	103
S=c1[nH]nc(-c2ccc(-n3nc(-c4ccccc4)c4ccccc43)cc2)o1	107
O=C(CCN1C(=O)/C(=C/c2ccc(O)cc2)SC1=S)Nc1ccccc1	61
CCOC(=O)CC(=O)c1cc(OC)c(OC)c(OC)c1	101
Cc1cc(-c2ccccc2)n2nc(N)c(=S)nc2n1	103
Clc1ccc(CSc2ccc(Cl)cc2)cc1	114
Cc1c(C(=O)O)nnn1-c1nccs1	96
CC[N+](CC)(CC)c1ccccc1	90

(more compounds)
SMILES	HL-60(TB)
COc1ccc(-c2nc(Nc3ccc(F)cc3)nc(Nc3ccc4c(c3)nc(C)n4Cc3ccccc3)n2)cc1	-11*
Cc1cc(Cc2ccc(N=C=O)c(C)c2)ccc1N=C=O	101
CC/C=C\C[C@@H]1C/C=C2/C(=O)C=C[C@H]2C/C=C\CCCC(=O)O1	-26*
Cc1nc2cnc(N)c(C#Cc3cncc(C(=O)Nc4ccc(Cl)c(C(F)(F)F)c4)c3)c2nc1C	16
CC(C)c1ccc(NC(=O)Nc2ccc(NC(=O)c3ccccc3N)cc2)cc1	50
CN(C)Cc1ccccc1C(=O)C(c1ccccc1)c1ccccc1	109
C=C1c2nc3ccccc3n2C=C(c2ccc(Cl)cc2)N1Cc1ccccc1	60
O=C1CCC2c3[nH]c4ccccc4c3CCN12 (stereo not drawn)	109
CCOC(=O)c1c(N2CCN(C)CC2)[nH]c(=O)c(C=Nc2ccc(OC)cc2)c1O	179
Nc1ccc(Cc2ccc([N+](=O)[O-])cc2)cc1	79
CCCSc1nc(NC2CC2)c(C#N)c(-c2ccc(Cl)cc2)n1	84
Cc1c(C(=O)NCCc2ccc(N3CCC[C@@H]3C)cc2)nn(-c2ccc(Cl)cc2Cl)c1-c1ccc(Cl)cc1	81
CN(C)c1oc(C(=O)O)nc1C#N	106
CC(=O)Nc1ccc(C(=O)NC(=S)Nc2ccc(S(N)(=O)=O)cc2)cc1	96
O=C(c1ccccn1)N1CCN(C(=O)c2ccccn2)CC1	93
CCCCN(CCCC)CNC(=O)c1ccccc1	89
CC(CO)NC(Cc1ccccc1)c1ccccc1 (stereo not drawn)	107
COc1ccc(NC(=O)c2cc(-c3ccc(Cl)c(Cl)c3)oc2C)cc1	101
CC(=O)CC(=O)N1CCN(C(=O)CC(C)=O)CC1	101
C=CCn1c(=O)n(C)c2c(=O)n(C)c(=O)n(C)c21	64
COC(=O)c1cc([N+](=O)[O-])cc([N+](=O)[O-])c1	94
N=C(N)c1ccc(-c2ccc(-c3ccc(Cl)cc3Cl)s2)cc1F	-50*
O=C(O)CNC(=O)c1c(O)c2ccccc2n(Cc2ccccc2)c1=O	86
O=C(O)Cn1cc(/C=C2\C(=O)N(c3c(Cl)cccc3Cl)C3C=CC=CC23)c2ccccc21 (stereo not drawn)	101
CC(C)CCSc1nc(Nc2ccccc2)c(C#N)c(-c2ccc(F)cc2)n1	60
CC(C)CSc1nc(N)nc2c1ncn2C1OC(CO)C(O)C1O (stereo not drawn)	113
CC(=O)c1cc(C(C)C)cc(CCC(C)C)c1C	104
CCN1CCN(C(=O)[C@]23CC[C@@H](C)[C@H](C)[C@@H]2C2=CC[C@@H]4[C@@]5(C)CCC(=O)C(C)(C)[C@@H]5CC[C@@]4(C)[C@]2(C)CC3)CC1	-45*
Nc1nc(NC(=O)Nc2ccc(F)cc2)nn1-c1ccc(S(N)(=O)=O)cc1	100
CC1(C)C2CCC1(C)C(SC(=N)N)C2 (stereo not drawn)	95
NS(=O)(=O)c1ccc(C(=O)N/N=C/c2cccc(O)c2)cc1	97
COc1ccccc1NC(=O)NNC(=O)c1ccncc1	95
Cc1cc(C)n(C2=NCCN2)n1	115
FC(F)(F)c1cn(CC2CNC2)c2ncnc(Cl)c12	74
N/C(=N\O)c1cccnc1	103
O=c1c2cc(F)ccc2sc2c(NCc3ccccc3)nc3ccc(Cl)cc3c12	101
CCCCCCCCCC1(C)NC(=O)NC1=O (stereo not drawn)	103
CCOC(=O)COc1nc(-c2cnccn2)cc(-c2cccs2)c1C#N	101
O=C(Nc1ccc(Br)cc1F)c1cc(-c2ccc(F)cc2F)ccc1O	102
Fc1ccc(Nc2nc3nonc3nc2Nc2ccc(I)cc2)cc1	-46*
CC(=O)OC[C@]12CC[C@@H](C)[C@H](C)[C@H]1C1=CC[C@@H]3[C@@]4(C)CCCNC(C)(C)[C@@H]4CC[C@@]3(C)[C@]1(C)CC2	65
COC(=O)c1c(C)[nH]c2c3c(c(O)cc12)[C@H]1C[C@@H]2[C@@]4(C)CCCC(C)(C(=O)O)[C@@H]4CC[C@@]32C=C1C(C)C (stereo partly drawn)	105
COc1cc(C(C)c2ccc3c(ccn3C)c2)cc(OC)c1OC (stereo not drawn)	-12*
O=C(c1ccc(Cl)cc1)N1CCN(c2ccccc2)CC1	87
CC(=O)O[C@H]1CC[C@]2(C)[C@H]3CC[C@@H]4[C@H]5[C@H](C)[C@]6(C)OC[C@]5(CC[C@@]4(C)[C@]3(C)CC[C@H]2C1(C)C)C[C@@H]6/C(C)=N\N	99
COc1c2c(cc(O)c1C(C)=O)OC(C)(C)C=C2	94
Cc1ccc(/C=C/C2=NN(c3ccccc3)C(c3ccc(C)o3)C2)o1 (stereo not drawn)	97
COc1cccc(Cn2cc3c(c2-c2ccccc2)CCc2cnoc2-3)c1OC	76
CC(C)C(C(=O)O)c1ccccc1 (stereo not drawn)	63
C=C1C(=O)O[C@H]2[C@H]1CC/C(COC(=O)NCc1ccc(OC)cc1)=C\CC[C@@]1(C)O[C@@H]21	11
CCCCCCn1c(=O)c2c(nc(NCCc3ccc(O)c(O)c3)n2C)n(C)c1=O	56
O=C(O)CCCCNC(=O)c1nc(-c2ccccc2)n(-c2ccc([N+](=O)[O-])cc2)n1	102
COc1ccc2c(c1)Oc1nc(N)c(C#N)c(N)c1C2Sc1ccc(SC)cc1 (stereo not drawn)	-22*
Nc1ccccc1-c1ccc(-c2ccc(Br)cc2)c2c1[nH]c1ccccc12	83
O=C(Nc1cccnc1Nc1ccc(F)cc1)c1cn(Cc2cccc(Oc3ccccc3)c2)nn1	26
O=[N+]([O-])c1ccc2c(c1)C(=Nc1ccc(N=C3c4ccccc4-c4ccc([N+](=O)[O-])cc43)cc1)c1ccccc1-2	103
COc1cc(C2=N/C(=C\c3cc4cc(Oc5ccccc5)ccc4nc3OC)C(=O)O2)cc(OC)c1OC	85
COc1cccc(/C=C2\C=C(c3ccccc3)N(CCc3ccccc3)C2=O)c1	99
CCOc1ccc2c(c1)C(C)=CC(C)(C)N2	87
CCNS(=O)(=O)c1ncnc2nc[nH]c12	112

Continued.
SMILES	HL-60(TB)
C=CC(CO)N1CCCCC1 (stereo not drawn)	65
CCCC(=O)OCCc1ccccc1	109
Cc1cc(C)n(Cc2cc(C(C)(C)C)cc(C(C)(C)C)c2)c(=O)c1C#N	100
O=C(N[C@@H](CC(=O)N1CCn2c(nnc2C(F)(F)F)C1)Cc1cc(F)c(F)cc1F)c1ccc(O)cc1	99
O=C(NCc1cccc(Cl)c1)C1=NOC(Cc2nc3ccccc3[nH]2)C1 (stereo not drawn)	93
Cn1cnc([N+](=O)[O-])c1[Se]c1nc(N)nc2nc[nH]c12	111
CCN(CCO)C(Cc1ccccc1)c1ccccc1 (stereo not drawn)	111
O=C1Nc2ccc(Cl)cc2/C1=C/c1ccc(OCc2ccc([N+](=O)[O-])cc2)cc1	86
NC(N)=NN=C(c1ccccc1)c1ccccc1	-8.6*
O=CNc1cccc(-n2cnc3cc(-c4ccc(O)cc4)ccc32)c1	8.1*
Cc1ccc2nc(-c3ccc(C(=O)N/N=C/c4ccc(Cl)cc4)cc3)[nH]c2c1	110
Cc1ccc(/C(=N\N=C(N)N)C2CC2)cc1	85
Cc1nc(Nc2cccnc2)sc1C(=O)/C=C/c1ccc(F)cc1	13
NNC(=O)Cc1cccc2ccccc12	93
Nc1ccc(Cl)c2c(=O)cc[nH]c12	100
CCOC(=O)c1ccc(Nc2ccnc(SCC(=O)c3ccc([N+](=O)[O-])cc3)n2)cc1	101
Cc1ccc(C2CC(c3ccc(NC(=O)Nc4ccccc4)cc3)=NN2c2ccc(S(C)(=O)=O)cc2)cc1 (stereo not drawn)	13
N#[N+]c1ccc2c(S(=O)(=O)Oc3ccc(C(=O)c4ccccc4)c(OS(=O)(=O)c4cccc5c([O-])c([N+]#N)ccc45)c3)cccc2c1[O-]	69
